Pin1 inh: blocks the human prolyl isomerase Pin1; Potency, µM (top dose mostly 115 µM), without a hit: at the top dose activity, negative = inhibition, most hits filed as inhibitors; Q13526; Pin1 FP peptide displacement, HiFluor488, 10 min; 390,000 tested, 0.009% active; active = well fitted inhibition curve with a large enough effect in the polarisation, with a control signal flat, not every such curve was filed as active; inconclusive = small, poorly fitted or top-dose-only effect, or effect the other way, or a change in a side signal; inactive = no such curve, though single readings can be large or run the other way; the % refers to the polarisation; also: potency is read from the fitted curve at half-maximal effect; % is scaled to controls: 0 for no effect and ±100 for the full control effect
Target sequence (Q13526 whole entry, looked up): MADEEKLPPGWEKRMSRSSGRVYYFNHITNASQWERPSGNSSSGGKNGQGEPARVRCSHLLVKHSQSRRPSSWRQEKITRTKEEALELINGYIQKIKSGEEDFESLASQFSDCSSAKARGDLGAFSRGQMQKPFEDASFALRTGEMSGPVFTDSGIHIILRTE
Tb PGK inh: inhibitors of T. brucei phosphoglycerate kinase | PGK/GAPDH coupled, Kinase-Glo luminescence, 60 min | Potency, µM (doses to about 57.5 µM), for the others: at the top dose activity change, negative = inhibition, most hits filed as inhibitors | 380,000 tested, 0.043% active | AID 602233; also: potency is read from the fitted curve at half-maximal effect; % is scaled to controls: 0 for no effect and ±100 for the full control effect; nearly all actives have a fitted effect of over 60% in size
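Luminescent ATP detection (Kinase-Glo Plus) follows a 60-minute room-temperature incubation, with wells lacking PGK as controls. Buffer: 100 mM TEA (pH 7.6), 5 mM MgCl2, 0.01% Tween-20. Coupling enzyme GAPDH (100 nM final) supplies unstable 1,3-BPG in-well.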
USP1 inh: blocks the human USP1/UAF1 deubiquitinase complex. recombinant USP1/UAF1, Ub-Rhodamine cleavage fluorescence. Potency, µM (doses to about 57.1 µM), inactives show at the top dose activity change, negative = inhibition, hits mostly inhibitors. 390,000 tested, 0.23% active; also: potency is read from the fitted curve at half-maximal effect; % is scaled to controls: 0 for no effect and ±100 for the full control effect; nearly all actives have a fitted effect of over 60% in size; inactives centre near -12
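USP1/UAF1 complex at 1 nM was preincubated with compound for 15 min at room temperature, then Ub-Rho substrate (150nM final) was added. Fluorescence (480/540 nm) was read kinetically, 6 reads every 60 seconds.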
PI4K2A block: blocks human PI4K2A kinase activity | Q9BTU6 | purified PI4K2A, ADP-Glo luminescence, 1 h; active compounds read low | activity change, negative = inhibition, % at 76.9 µM | 420,000 tested, 0.13% active | AID 1346378; in the data active = activity change below about -50%; inconclusive = mostly about -30% to -49%;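 also: -100% = wells without enzyme as full effect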
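In this quantitative HTS, ADP production by PI4K2A was quantified luminescently after 1 h at ambient temperature; 100 microM adenosine served as plate-quality control.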
HP1b chromo inh: HP1-beta chromodomain-methylated histone interaction inhibition | Potency, µM (series often up to 114 µM), for inactives: at the highest dose activity change, negative = inhibition, usual class: inhibitors | 390,000 tested, 0.56% active | AlphaScreen HP1-beta / biotin-H3K9me3 peptide binding | P83916; also: potency is read from the fitted curve at half-maximal effect; nearly all actives have a fitted effect of over 70% in size; inactives centre near 23
Target sequence (P83916 whole entry, looked up): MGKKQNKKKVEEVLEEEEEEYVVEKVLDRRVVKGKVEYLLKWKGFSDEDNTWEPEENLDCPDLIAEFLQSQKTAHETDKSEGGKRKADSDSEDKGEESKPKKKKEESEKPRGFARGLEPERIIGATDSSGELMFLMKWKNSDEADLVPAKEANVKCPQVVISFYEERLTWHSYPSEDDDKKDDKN
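Compound inhibition of the preformed complex between 50 nM HP1-beta and 50 nM biotinylated H3K9me3 peptide was read by AlphaScreen. Buffer was PBS pH 7.4 with 0.01% Tween-20. Incubations ran 30 min at room temperature, with 10 ug/mL donor/acceptor beads.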
TrxR1 substrate: is turned over as a substrate by rat TrxR1. Potency, µM (top dose mostly 114 µM), without a hit: top-dose activity change, negative = substrate turnover. 390,000 tested, 0.01% active. purified TrxR1 substrate turnover, NADPH consumption readout. AID 588456; also: potency is read from the fitted curve at half-maximal effect; % is scaled to controls: 0 for no effect and ±100 for the full control effect; nearly all actives have a fitted effect of over 50% in size
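Rat TrxR1, dispensed at 90 nM, was prereduced with 400 uM NADPH (final) for 5 min at ~22 deg C, then incubated with compound 15 min before 400 uM selenite. A first-read NADPH fluorescence drop versus no-compound background flagged substrates.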
GLS inh: blocks human kidney-isoform glutaminase activity; 410,000 tested, 0.21% active; GLS enzymatic activity, qHTS titration; AID 624170; O94925; Potency, µM (series often up to 45.5 µM), inactives show at the top dose activity change, negative = inhibition, hits mostly inhibitors; also: potency is read from the fitted curve at half-maximal effect; % is scaled to controls: 0 for no effect and ±100 for the full control effect
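Enzyme dispensed in phosphate buffer (45 mM, pH 8.2, 0.02% Tween-20), compounds pinned in, then 1 mM L-glutamine solution and the glutamate oxidase–HRP–Amplex Red mix added; fluorescence read immediately and again after 30 min at room temperature.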
mIDH1 inhibitor: inhibitors of human mutant IDH1 R132H. O75874. IDH1-R132H enzyme, NADPH consumption, diaphorase/resazurin fluorescence. Potency, µM (highest dose often 76.6 µM), for inactives: at the highest dose activity change, negative = inhibition, usual class: inhibitors. 390,000 tested, 0.093% active. AID 602179; also: potency is read from the fitted curve at half-maximal effect; % is scaled to controls: 0 for no effect and ±100 for the full control effect; nearly all actives have a fitted effect of over 65% in size
Target sequence (O75874 whole entry R132H, stated change not applied): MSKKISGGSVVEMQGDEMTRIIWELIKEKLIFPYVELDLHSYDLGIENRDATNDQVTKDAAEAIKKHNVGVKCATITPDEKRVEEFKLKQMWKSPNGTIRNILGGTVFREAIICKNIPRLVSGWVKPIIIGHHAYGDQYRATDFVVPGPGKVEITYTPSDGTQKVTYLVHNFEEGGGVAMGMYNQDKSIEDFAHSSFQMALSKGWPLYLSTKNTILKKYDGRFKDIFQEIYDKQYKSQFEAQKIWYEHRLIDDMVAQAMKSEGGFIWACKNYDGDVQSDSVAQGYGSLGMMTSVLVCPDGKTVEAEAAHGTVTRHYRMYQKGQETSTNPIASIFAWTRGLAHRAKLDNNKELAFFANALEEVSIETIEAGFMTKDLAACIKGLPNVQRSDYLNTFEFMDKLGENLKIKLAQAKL
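IDH1-R132H (0.5 ug/mL dispensed) in pH 7.5 Tris buffer was preincubated 30 min with compound, then given a substrate mix of 0.016 mM NADPH and 2 mM alpha-KG for 80 min at room temperature; remaining NADPH was read by diaphorase/resazurin fluorescence.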
TrxR1 inh: rat TrxR1 inhibition. 390,000 tested, 1% active. Potency, µM (top dose mostly 114 µM), for inactives: top-dose activity change, negative = inhibition, hits mostly inhibitors. AID 588453. recombinant rTrxR1, NADPH fluorescence consumption, selenite substrate. O89049; also: potency is read from the fitted curve at half-maximal effect; % is scaled to controls: 0 for no effect and ±100 for the full control effect; nearly all actives have a fitted effect of over 65% in size
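Rat TrxR1 (90 nM in the dispensed reagent) was pre-reduced with 400 uM NADPH for 5 min at room temperature, then incubated with compound for 15 min. After 400 uM selenite was added, NADPH fluorescence (Ex 340/Em 450 nm) was followed for 8 min.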
* marks the source's active call; other numbers are inactive results; i = inactive; ? = inconclusive; nt = no result given; & = joins results of further samples; [ ] = remark or other dose. Unless noted, calls follow the shape of the dose curve; as a rule, active = well fitted curve in the direction sought with a large enough effect; inconclusive = small, poorly fitted or top-dose-only effect, or another doubt; inactive = no such curve, though single readings can be large; an effect the other way counts as inactive or inconclusive. Some of the compounds tested; count on the stated rates, not on these rows.

Preview (4 entries):
SMILES	Pin1 inh	Tb PGK inh	USP1 inh	PI4K2A block	HP1b chromo inh	TrxR1 substrate	GLS inh	mIDH1 inhibitor	TrxR1 inh
CC(C)COP(=O)(OCC(C)C)C(Nc1ccccc1)c1ccc(F)cc1 (centres undefined)	?	-6%	-13%	5	20%	-7%	10%	-1%	3%
Cc1cccc2c(N=NC(=O)c3ccc(NS(=O)(=O)c4cccs4)cc3)c(O)[nH]c12	nt	?	-22%	-3	-10%	7%	-4%	22%	5%
CCN(C(=O)CN1c2ccccc2CC1C)c1c(N)n(Cc2ccccc2)c(=O)[nH]c1=O (centres undefined)	?	-11%	-26%	4	20%	3%	54%[activator]	14%	28%
CCOC(=O)N1CCN(C(=O)C2CCN(S(=O)(=O)N3CCC4(CC3)OCCO4)CC2)CC1	3%	8%	-10%	3	28%	?	10%	-4%	-11%

Main list, from the start:
SMILES	Pin1 inh	Tb PGK inh	USP1 inh	PI4K2A block	HP1b chromo inh	TrxR1 substrate	GLS inh	mIDH1 inhibitor	TrxR1 inh
CC(C)COP(=O)(OCC(C)C)C(Nc1ccccc1)c1ccc(F)cc1 (centres undefined)	?	-6%	-13%	5	20%	-7%	10%	-1%	3%
Cc1cccc2c(N=NC(=O)c3ccc(NS(=O)(=O)c4cccs4)cc3)c(O)[nH]c12	nt	?	-22%	-3	-10%	7%	-4%	22%	5%
CCN(C(=O)CN1c2ccccc2CC1C)c1c(N)n(Cc2ccccc2)c(=O)[nH]c1=O (centres undefined)	?	-11%	-26%	4	20%	3%	54%[activator]	14%	28%
CCOC(=O)N1CCN(C(=O)C2CCN(S(=O)(=O)N3CCC4(CC3)OCCO4)CC2)CC1	3%	8%	-10%	3	28%	?	10%	-4%	-11%
O=C(NNC(=O)C1C2C=CC(C2)C1C(=O)O)c1ccccc1O (centres undefined)	-3%	-7%	-19%	0	37%	15%	16%	6%	7%
CCCC(=O)Nc1ccc(Br)cn1	-3%	-1%	-15%	4	24%	14%	-7%	1%	-1%
COC(=O)c1nnn(Cc2ccccc2)c1N	-2%	0%	-3%	7	9%	-7%	-1%	7%	8%
COc1cc(NC(=O)Cn2cnc(S(=O)(=O)N3CCCCC3)c2)cc(OC)c1OC	-7%	-2%	-13%	0	18%	-7%	-15%	6%	-11%
CC(Sc1ncnc2c1cnn2-c1ccccc1)C(=O)Nc1ccc(N2CCOCC2)cc1 (centres undefined)	5%	7%	-7%	2	28%	-9%	5%	-2%	-22%
COc1cccc(Nc2ccc3cc(S(=O)(=O)N4CCC(C)CC4)ccc3n2)c1	17%	-10%	-31%	-3	77%[activator]	18%[57.1 µM]	2%	3%	31%[57.1 µM]
O=C(COC(=O)Cc1ccccc1[N+](=O)[O-])NNC(=O)c1ccc([N+](=O)[O-])cc1	-10%	4%	-19%	0	38%	-6%	24%	-14%	9%
O=C(Cn1c2ccc(F)cc2c2nc3n(c(=O)c21)CCS3)NCC1CCCO1 (centres undefined)	1%	-6%	-16%	-2	28%	71%	3%	5%	-7%[57.1 µM]
COc1ccc(CCNC(=O)CCCN2C(=O)C(c3ccccc3)Oc3cccnc32)cc1OC (centres undefined)	-2%	-4%	-5%	0	18%	0%	-14%	0%	19%
O=C(COc1cc2oc(=O)c3c(c2cc1Cl)CCCC3)NCC1CCC(C(=O)O)CC1 (centres undefined)	0%	-7%	-10%	-1	34%	18%	0%	8%	-23%
O=S(=O)(c1ccccc1)c1nc(-c2ccc(F)cc2)oc1N1CCOCC1	-9%&-1%	-7%&-9%	-7%&-4%	-1&-5	-1%&11%	-5%[57.1 µM]	6%&2%	-10%&2%	0%[57.1 µM]
CCCc1cc(=O)c2ccc(OCC(C)=O)cc2o1	-5%	4%	-11%	1	38%	5%	-4%	4%	6%[57.1 µM]
Cc1noc(NS(=O)(=O)c2ccc(NC(=O)/C=C/c3ccc(C(C)C)cc3)cc2)c1C	?	-12%	-22%	2	-2%	-3%	11%	0%	-8%
COc1ccc2[nH]c(C)c(C(=O)CN3CCc4cc(OC)c(OC)cc4C3)c2c1	15%	-1%	-12%	-8	12%	21%	-8%	4%	33%
O=C(CNC(c1ccccc1)c1ccccc1)Nc1ccccc1-c1ccccc1	7%	-7%	-12%	7	37%[activator]	-11%	1%	0%	14%[57.1 µM]
O=C(CC(=O)NN=C1CCCC1)NCCc1ccccc1	-2%	-7%	-4%	3	21%	-12%	7%	3%	-11%
Cc1ccc(N(C)S(=O)(=O)c2ccc3c(c2)NC(=O)C(C)S3)cc1 (centres undefined)	?	-5%	-15%	2	38%	-3%	-1%	1%	13%
CCOP(=O)(O)c1cccc(OCCOCCOc2cccc(P(=O)(O)OCC)c2)c1	-1%	-9%	-14%	0	37%	-4%	-3%	0%	11%
CCC(=O)Nc1ccc(-c2nc3ccccc3c(=O)o2)cc1	0%	i	0%	-8	14%	77%[activator][57.1 µM]	6%	-7%	14%[57.1 µM]
COc1ccc2[nH]c3c(c2c1)CCN1C(=O)C(CC(=O)NCc2ccco2)C[C@H](C(=O)N(C(C)C)C(C)C)[C@@]31C (some centres undefined)	-3%	2%	-21%	-1	5%	-1%	19%	0%	-9%

One compound at a time, as listed above. Order of values: Pin1 inh, Tb PGK inh, USP1 inh, PI4K2A block, HP1b chromo inh, TrxR1 substrate, GLS inh, mIDH1 inhibitor, TrxR1 inh
O=S(=O)(c1ccccc1)c1nc(-c2ccc(F)cc2)oc1N1CCOCC1 reads -9%&-1%, -7%&-9%, -7%&-4%, -1&-5, -1%&11%, -5%[57.1 µM], 6%&2%, -10%&2%, 0%[57.1 µM]
COc1ccc2[nH]c3c(c2c1)CCN1C(=O)C(CC(=O)NCc2ccco2)C[C@H](C(=O)N(C(C)C)C(C)C)[C@@]31C (some centres undefined) reads -3%, 2%, -21%, -1, 5%, -1%, 19%, 0%, -9%
CCC(=O)Nc1ccc(-c2nc3ccccc3c(=O)o2)cc1 reads 0%, i, 0%, -8, 14%, 77%[activator][57.1 µM], 6%, -7%, 14%[57.1 µM]
O=C(CC(=O)NN=C1CCCC1)NCCc1ccccc1 reads -2%, -7%, -4%, 3, 21%, -12%, 7%, 3%, -11%
CCOP(=O)(O)c1cccc(OCCOCCOc2cccc(P(=O)(O)OCC)c2)c1 reads -1%, -9%, -14%, 0, 37%, -4%, -3%, 0%, 11%

Additional records.
SMILES	Pin1 inh	Tb PGK inh	USP1 inh	PI4K2A block	HP1b chromo inh	TrxR1 substrate	GLS inh	mIDH1 inhibitor	TrxR1 inh
O=C(Cn1[nH]c(=O)c2ccccc2c1=O)OCC(=O)c1ccccc1	-5%	-8%	-4%	-2	15%	6%	1%	5%	9%
C=CCNC(=S)N/N=C(\C)c1ccc(OC)cc1	-5%	-7%	-20%	0	6%	-3%	13%	-7%	18%
CN1C(=O)c2ccccc2Cc2c(NCc3ccccc3)ncnc21	nt	-12%	-16%	-5	nt	nt	-14%	15%	nt
O=C(NCc1ccccn1)c1ccc(Cl)c(S(=O)(=O)Nc2ccccc2C(=O)NCc2ccccn2)c1	-13%	-3%	-18%	-4	37%	-7%	-4%	13%	-18%
CCc1cccc2c(C#N)cn(CC(=O)NCc3ccco3)c12	4%	-12%	-5%	-3	62%[activator]	-1%	-6%	4%	-9%
O=C(c1sc2ccccc2c1Cl)N(Cc1ccco1)C1CCS(=O)(=O)C1 (centres undefined)	-5%	0%	1%	5	-6%	4%	-20%	17%	-17%
CCCN(C(=O)Cn1ncc2c([nH]c3ccccc32)c1=O)c1ccc(F)cc1	28%	i	-23%[11.4 µM]	4	25%	-6%	5%	13%	13%
COc1ccccc1OCCn1cc(/C=N/n2cnnc2)c2ccccc21	11%	5%	-2%	2	19%	-3%	-10%	2%	-11%
CC1c2ccccc2N(NC(=O)Cc2ccccc2)C1C (centres undefined)	-2%	i	-15%	-4	16%	-4%[57.1 µM]	?	5%	7%[57.1 µM]
Cc1ccc(NC(=O)CN(C)C(=O)c2n[nH]c(=O)c3ccccc23)cc1	2%	6%	-5%	-1	31%	-1%[57.1 µM]	4%	-4%	1%[57.1 µM]
CC(=O)Nc1ccc(-c2csc(NCCc3ccccc3)n2)cc1	4%	i	-9%	0	7%	-2%	-1%	2%	-4%
Cc1ccc(C#N)c(SCc2cc3c(cc2Cl)OCO3)n1	1%	1%	-9%	0	7%	-7%	-1%	0%	?
CN(CCC#N)C(=O)COC(=O)c1ccc2c(=O)n3c(nc2c1)CCC3	1%	6%	-19%	-2	32%	8%[57.1 µM]	-4%	-5%	10%[57.1 µM]
CCN(C(=O)COC(=O)CNC(=O)c1ccc2ccccc2c1)C1CCS(=O)(=O)C1 (centres undefined)	-3%	-1%	-16%	6	47%[activator]	0%	4%	8%	22%
Cc1ccc(C)c(CSc2nnc(CCN)o2)c1	-2%	-8%	-13%	2	26%	6%	-1%	0%	21%
CC(C)(C)c1ccc(S(=O)(=O)NCc2ccc(C(=O)NCc3ccccn3)cc2)cc1	1%	-10%	-9%	2	8%	-17%	0%	-6%	-12%
Cc1nc(-c2ccccc2)sc1CCNS(=O)(=O)c1ccc(Br)cc1	1%	2%	-12%	5	17%[57 µM]	-5%[57.1 µM]	-14%	16%	9%[57.1 µM]
COc1ccc(Br)cc1CN1CCCCCC1	-7%	-6%	-6%	3	-24%	-9%	22%	-6%	-6%

Assay outcomes from PubChem BioAssay.
